# Screening data: PubChem BioAssay, National Center for Advancing Translational Sciences (NCATS)
# G9a block: qHTS Assay for Inhibitors of Histone Lysine Methyltransferase G9a; Histone-lysine N-methyltransferase EHMT2 (Homo sapiens), Q96KQ7; G9a H3K9 monomethylation, AlphaScreen, 2 h; Potency, µM (series often up to 102 µM), for the others: at the highest dose activity, negative = inhibition, actives largely listed as inhibitors; 350,000 tested, 8.8% active; AID 504332, 2011; also: nearly all actives have a fitted effect of over 75% in size
#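 Step 1: enzyme (final 20 nM) with compound, 15 min RT. Step 2: substrate peptide 500 nM and SAM 20 uM, 2 h RT. Step 3: anti-H3K9me1 antibody and AlphaScreen beads, 10 min, then plate read.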
# BLM inh: qHTS Assay for Inhibitors of Bloom's syndrome helicase (BLM). recombinant BLM DNA unwinding, fluorescence dequenching. AID 2528, 2010. Potency, µM (series often up to 56.1 µM), for inactives: top-dose activity change, negative = inhibition, most hits filed as inhibitors. 350,000 tested, 0.2% active. RecQ-like DNA helicase BLM (Homo sapiens), P54132;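 also: plate controls were vehicle for no effect and no enzyme for full effect; nearly all actives have a fitted effect of over 35% in size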
# Target sequence (P54132 whole entry, looked up): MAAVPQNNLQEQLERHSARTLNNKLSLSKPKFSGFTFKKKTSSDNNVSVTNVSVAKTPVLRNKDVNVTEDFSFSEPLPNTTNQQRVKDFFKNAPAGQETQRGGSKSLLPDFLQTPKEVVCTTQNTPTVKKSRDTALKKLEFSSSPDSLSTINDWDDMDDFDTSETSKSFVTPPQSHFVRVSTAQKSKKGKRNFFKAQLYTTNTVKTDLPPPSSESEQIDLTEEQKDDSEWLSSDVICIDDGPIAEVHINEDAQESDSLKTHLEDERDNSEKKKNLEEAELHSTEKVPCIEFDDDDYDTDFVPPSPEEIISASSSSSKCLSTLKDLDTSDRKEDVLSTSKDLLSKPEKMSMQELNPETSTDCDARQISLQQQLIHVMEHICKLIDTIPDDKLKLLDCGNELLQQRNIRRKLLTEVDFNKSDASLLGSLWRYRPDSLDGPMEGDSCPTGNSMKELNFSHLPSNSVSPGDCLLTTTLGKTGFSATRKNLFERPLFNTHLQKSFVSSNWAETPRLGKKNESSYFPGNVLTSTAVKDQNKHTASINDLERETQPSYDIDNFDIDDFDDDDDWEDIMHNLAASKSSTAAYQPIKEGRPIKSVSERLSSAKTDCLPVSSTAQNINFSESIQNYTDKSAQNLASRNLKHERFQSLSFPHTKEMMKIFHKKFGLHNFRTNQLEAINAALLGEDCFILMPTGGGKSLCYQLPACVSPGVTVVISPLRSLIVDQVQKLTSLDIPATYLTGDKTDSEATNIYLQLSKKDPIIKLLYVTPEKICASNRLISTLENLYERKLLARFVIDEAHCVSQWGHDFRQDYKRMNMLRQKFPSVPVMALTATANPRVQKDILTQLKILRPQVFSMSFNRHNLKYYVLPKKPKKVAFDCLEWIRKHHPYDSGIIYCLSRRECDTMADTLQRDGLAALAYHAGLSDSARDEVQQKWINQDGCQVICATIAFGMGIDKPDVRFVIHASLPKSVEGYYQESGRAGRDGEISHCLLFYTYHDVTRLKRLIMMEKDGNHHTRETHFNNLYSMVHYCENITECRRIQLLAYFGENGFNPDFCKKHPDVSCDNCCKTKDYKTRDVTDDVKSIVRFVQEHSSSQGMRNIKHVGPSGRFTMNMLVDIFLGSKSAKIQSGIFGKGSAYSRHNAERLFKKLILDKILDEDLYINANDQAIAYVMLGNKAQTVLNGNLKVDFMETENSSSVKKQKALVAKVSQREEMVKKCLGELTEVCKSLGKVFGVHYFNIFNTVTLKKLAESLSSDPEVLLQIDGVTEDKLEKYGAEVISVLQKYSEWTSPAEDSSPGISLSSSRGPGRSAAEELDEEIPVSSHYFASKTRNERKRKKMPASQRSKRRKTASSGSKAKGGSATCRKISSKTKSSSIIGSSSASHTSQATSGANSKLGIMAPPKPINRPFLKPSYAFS
# Starred values were filed as active, the others as inactive; ? = inconclusive; & = joins results of further samples; ! = a repeat was not active; [ ] = remark or other dose. Calls follow the shape of the dose curve; as a rule, active = well fitted curve in the direction sought with a large enough effect; inconclusive = small, poorly fitted or top-dose-only effect, or another doubt; inactive = no such curve, though single readings can be large; an effect the other way counts as inactive or inconclusive. Unless noted, % is scaled to controls: 0 for no effect and ±100 for the full control effect; potency is read from the fitted curve at half-maximal effect. The list is partial, so the mix of outcomes need not match the whole.
Structure,G9a block,BLM inh
O=C(c1cccc(F)c1)N1CCC[C@@]2(CCN(C(c3ccccc3)c3ccccc3)C2)C1,10%[12.7 µM],-11%
OCCN1CCN(CC/C=C2\c3ccccc3Sc3ccc(C(F)(F)F)cc32)CC1,?,-15%[21.4 µM]
NCCCNCCCCNCCCNC(=O)CCc1ccc(O)cc1,?,-9%[12.4 µM]
O=C1C=CC2=C3c4cc(O)c(O)cc4C[C@]3(O)COC2=C1,?,-11%
COc1cccc(-c2cc(NCc3cnc(C)cn3)ncn2)c1,-37%[0.501 µM],-3%
NC(=O)N/N=C\c1ccc([N+](=O)[O-])o1,10%[21.5 µM],1%[21.4 µM]
Cn1cccc1C(=O)N1CCC[C@@]2(CCN(C(=O)Nc3cccc(C#N)c3)C2)C1,10%[12.7 µM],5%
FC(F)(F)c1ccc(-c2noc(-c3ccccc3)c2I)cc1,19%[59 µM],-5%[75.6 µM]
NCC1CCCCC1CC(=O)O (configuration not stated),-3%[2.33 µM],-7%
COC(=O)N1CCC2(CC1)CN(c1cccc(-c3ccccc3)c1)C2,2%[12.7 µM],-10%
COC(=O)N1CCC[C@@]2(CCN(c3ccccc3)C2)C1,4%[12.7 µM],-4%
COCCNc1ncnc2ccc(-c3ccccc3C(F)(F)F)cc12,3%[0.501 µM],-4%
CC(=O)N1CC[C@@H]2CC(=O)CC[C@@H]21,23%[135 µM],3%[120 µM]
O=c1c(CCc2ccccc2)nc2cnc(N3CCOCC3)nc2n1C1CC1,7%[0.501 µM],1%
O=C(c1cccc(F)c1)N1CCC[C@@]2(CCN(Cc3nccs3)C2)C1,-3%[12.7 µM],0%
CC1(C)Cc2nc3sc(C(=O)O)c(N)c3cc2CS1,50µM*,-2%
CC(=O)N1CC[C@@H]2CC(=O)C[C@@H](C)[C@@H]21,25%[135 µM],-1%[120 µM]
COC(=O)CC1C(C)(C)C(O)C2CC3=C4C=C(OC)OC(c5ccoc5)[C@]4(C)CCC3[C@@]1(C)C2=O (some centres not stated),-21%[2.33 µM],5%
Cc1n[nH]c(=O)[nH]c1=O,16%[21.5 µM],3%[21.4 µM]
COC(=O)N1CCC2(CCCN(Cc3nccs3)C2)CC1,4%[12.7 µM],5%
CO[C@H]1C[C@@H]2CC[C@@H](C)[C@@](O)(O2)C(=O)C(=O)N2CCCC[C@H]2C(=O)OC([C@H](C)C[C@@H]2CC[C@@H](O)[C@H](OC)C2)CC(=O)[C@H](C)/C=C(\C)[C@@H](O)[C@@H](OC)C(=O)[C@H](C)C[C@H](C)/C=C/C=C/C=C/1C (some centres not stated),25µM*!,-6%
COCC(=O)N1CCC2(CC1)CN(c1ccc(-c3ccccc3)cc1)C2,0%[12.7 µM],1%
O=C(O)CCC(=O)OC[C@@H](NC(=O)C(Cl)Cl)C(O)c1ccc([N+](=O)[O-])cc1 (some centres not stated),-32%[2.33 µM],3%
COc1ccccc1CN1CC[C@@]2(CCCN(C(=O)c3cc(C(F)(F)F)cc(C(F)(F)F)c3)C2)C1,-4%[12.7 µM],3%
c1ccc(-c2cccc(N3CC[C@@]4(CCCNC4)C3)c2)cc1,-40%[12.7 µM],1%
COC(=O)N1CCC2(CCN(C(=O)Nc3ccccc3)CC2)CC1,-2%[12.7 µM],-9%
Nc1c(C(=O)NC2CCCCC2)c2nc3ccccc3nc2n1/N=C/c1ccco1,19%[59 µM],-13%
O=c1[nH]c(=O)n([C@@H]2C[C@H](O)[C@H](CO)O2)cc1C(F)(F)F,19%[21.5 µM],4%[21.4 µM]
O=C(Nc1ccccc1)N1CCCC2(CCN(C(=O)c3cc(C(F)(F)F)cc(C(F)(F)F)c3)CC2)C1,1%[12.7 µM],-9%
Clc1ccc2c(c1)N=C(N1CCNCC1)c1ccccc1N2,-18%&0%[59 µM],-1%
CN(C)c1ncnc2ccc(-c3ccccc3C(F)(F)F)cc12,7%[0.501 µM],-1%
COc1ccc(C(=O)N2CCC3(CCN(Cc4ccccc4)CC3)CC2)cc1,4%[12.7 µM],3%
COc1ccc(-n2c(=O)c(C)nc3cnc(Nc4ccccc4)nc32)cc1,-2%[12.7 µM],-1%
O=c1c(-c2ccc(Cl)cc2)nc2cnc(N3CCOCC3)nc2n1-c1ccccc1,10%[0.501 µM],4%
COc1ncc2nc(-c3ccccc3)c(=O)n(-c3ccccc3)c2n1,4%[0.501 µM],2%
CC(=O)N[C@H](CS)C(=O)O,2%[2.33 µM],-8%
Cc1ccccc1-c1nc(N2CCOCC2)c2ccccc2n1,-4%[0.501 µM],-13%
O=c1c(-c2cc(F)cc(F)c2)nc2cnc(N3CCOCC3)nc2n1C1CC1,-6%[12.7 µM],2%
COc1ccccc1-c1ccc2ncnc(NCCN3CCOCC3)c2c1,0%[0.501 µM],-10%
Cc1cc(O)c2c(c1O)C(=O)c1c(O)cc(C)c(O)c1C2=O,-35%[2.33 µM],-1%
CS(=O)(=O)N1CCC2(CCN(c3cccc(-c4ccccc4)c3)CC2)CC1,10%[12.7 µM],-2%
CN(Cc1ccco1)c1nc(-c2ccoc2)nc2ccccc12,8%[0.501 µM],0%
CC(C)n1nnc2cc(C(=O)O)ccc21,29%[59 µM],-7%
CN(C)C(=O)c1ccc(-c2ccc3ncnc(N4CCNCC4)c3c2)cc1,-5%[0.501 µM],-6%
COc1ccc(-n2c(=O)c(-c3cccs3)nc3cnc(N(C)C)nc32)cc1,15%[0.501 µM],-1%
CN(C)c1ncc2nc(-c3ccc(Cl)cc3)c(=O)n(Cc3cccs3)c2n1,22%[0.501 µM],-2%
COc1cccc(Cn2c(=O)c(C)nc3cnc(OCc4ccccc4)nc32)c1,15%[12.7 µM],-3%
O=S(=O)(c1ccccc1)N1CCC[C@@]2(CCN(c3ccccc3)C2)C1,-25%[12.7 µM],-6%
O=c1c(-c2cccc(Cl)c2)nc2cncnc2n1Cc1ccccc1Cl,8%[12.7 µM],-8%
CCCc1c(OCC(O)COc2ccc3c(=O)cc(C(=O)O)oc3c2CCC)ccc(C(C)=O)c1O (configuration not stated),3%[59 µM],-19%&-15%

# Other records.
Structure,G9a block,BLM inh
COc1ncc2nc(-c3cccs3)c(=O)n(CCC#N)c2n1,29%[0.501 µM],6%
COc1ccc(CNc2ncnc3ccc(-c4cccc(C#N)c4)cc23)c(OC)c1,11%[0.501 µM],8%
Cc1ccccc1-c1nc(Nc2ccncc2)c2ccccc2n1,-2%[0.501 µM],-12%
COc1cccc(Nc2ncc3nc(CCc4ccccc4)c(=O)n(Cc4cccs4)c3n2)c1,8%[0.501 µM],3%
O=C(c1cnccn1)N1CCC2(CCCN(c3ccc(-c4ccccc4)cc3)C2)CC1,-1%[12.7 µM],-7%
Cc1nc2cnc(Oc3ccccc3)nc2n(CCC#N)c1=O,4%[12.7 µM],-2%
COC1=C2C[C@H](C)C[C@H](OC)[C@H](O)[C@@H](C)/C=C(/C)[C@H](OC(N)=O)[C@@H](OC)/C=C\C=C(\C)C(=O)NC(=CC1=O)C2=O,?,2%
CC(C)C[C@H]1COC(c2ccc(Br)cc2)=N1,-11%,0%[75.6 µM]
O=c1c(-c2ccccc2)nc2cnc(N3CCOCC3)nc2n1-c1ccccc1,2%[12.7 µM],3%
O=C(c1cccc(F)c1)N1CCC[C@@]2(CCN(c3ccncc3)C2)C1,1%[12.7 µM],-12%
CC(C)CN1CCCC2(CCN(C(=O)c3ccco3)CC2)C1,3%[12.7 µM],1%
CS(=O)(=O)N1CCC[C@@]2(CCN(c3ccccn3)C2)C1,-6%[12.7 µM],0%
COc1ncc2nc(-c3ccc(F)cc3)c(=O)n(-c3ccccc3)c2n1,7%[0.501 µM],5%
CC(C)c1c(O)ccc2c1CCC1C(C)(C)CCC[C@@]21C (some centres not stated),-2%[2.33 µM],-5%
Nc1c(O)cccc1C(=O)C[C@@H](N)C(=O)O,?,-1%[21.4 µM]
COc1ccc(Oc2ncc3nc(-c4cn(C)c5ccccc45)c(=O)n(C4CC4)c3n2)cc1,-5%[0.501 µM],-6%
COc1ccc(-c2nc3cnc(N4CCNCC4)nc3n(-c3ccc(OC)cc3)c2=O)cc1,3%[0.501 µM],-1%
CCC(C)C1/C=C\CCCC(=O)N1Cc1ccc(C)cc1 (configuration not stated),7%,-7%[75.6 µM]
CC(C)=CCc1c(O)cc(C)oc1=O,-4%[2.33 µM],-1%
COc1ccccc1-c1nc(N2CCN(C)CC2)c2ccccc2n1,0%[0.501 µM],8%
Cc1nc2cnc(Nc3ccccc3)nc2n(C2CC2)c1=O,-2%[0.501 µM],3%
COCC(=O)N1CCC2(CCCN(Cc3ccc(C#N)cc3)C2)CC1,1%[12.7 µM],2%
Cn1cc(-c2nc3cnc(Oc4ccccc4)nc3n(C3CC3)c2=O)c2ccccc21,4%[0.501 µM],1%
CCCc1cc(OC)c2c(c1)OCO2,?,6%
CO[C@H]1C=CO[C@]2(C)Oc3c(C)c(O)c4c(O)c(c5c(c4c3C2=O)NC2(CCN(CC(C)C)CC2)N=5)=NC(=O)C(C)=CC=C[C@@H](C)[C@@H](O)[C@@H](C)[C@@H](O)[C@@H](C)[C@@H](OC(C)=O)[C@@H]1C,3%[21.5 µM],2%[21.4 µM]

# 4 compounds picked at random from those above:
Structure,G9a block,BLM inh
NCCCNCCCCNCCCNC(=O)CCc1ccc(O)cc1,?,-9%[12.4 µM]
COc1cccc(-c2cc(NCc3cnc(C)cn3)ncn2)c1,-37%[0.501 µM],-3%
CN(Cc1ccco1)c1nc(-c2ccoc2)nc2ccccc12,8%[0.501 µM],0%
CS(=O)(=O)N1CCC[C@@]2(CCN(c3ccccn3)C2)C1,-6%[12.7 µM],0%

# (further entries)
Structure,G9a block,BLM inh
COCCn1c(=O)c(-c2ccc(Cl)cc2)nc2cnc(N(C)C)nc21,13%[0.501 µM],5%
COc1ccccc1CCn1c(=O)c(-c2ccc(Cl)cc2)nc2cncnc21,-1%[12.7 µM],-7%
COc1ccc2[nH]cc(CCNc3ccnc(-c4ccccc4C)n3)c2c1,3%[0.501 µM],-3%
COc1ccc(-c2nc3cnc(Oc4ccccc4)nc3n(Cc3cccs3)c2=O)cc1,14%[12.7 µM],0%
CCCCC[C@H](O)/C=C/[C@@H]1[C@@H](C/C=C\CCCC(=O)O)[C@H](O)C[C@H]1O,29%[59 µM],-2%
N#Cc1ccc(CN2CC3(CCN(C(=O)c4cnccn4)CC3)C2)cc1,-2%[12.7 µM],2%
CCOC(=O)C1C/C(=C\C(C)=O)c2cccc(C(F)(F)F)c2O1 (configuration not stated),60%[activator],-6%[75.6 µM]
CNc1cc(-c2ccccc2C(F)(F)F)ncn1,-4%[0.501 µM],3%
COC(=O)N1CCC2(CCN(Cc3ccccc3)CC2)CC1,-5%[12.7 µM],4%
c1nc(N2CCNCC2)c2cc(-c3ccoc3)ccc2n1,-1%[0.501 µM],-6%
COCCn1c(=O)c(C)nc2cnc(OC)nc21,2%[0.501 µM],2%
N#CCCn1c(=O)c(-c2cc(F)cc(F)c2)nc2cnc(OCc3ccccc3)nc21,-27%[12.7 µM],-1%
c1cncc(-c2nc(-n3ccnc3)c3ccccc3n2)c1,-38%[0.501 µM],-6%
Cn1c(N)c(C(=O)COC(=O)c2ccc(S(=O)(=O)N3CCCCC3)cc2)c(=O)n(C)c1=O,23%,4%
CS(=O)(=O)Nc1cccc(-c2ccc3ncnc(NC4CCNCC4)c3c2)c1,0%[0.501 µM],82%[activator]
COc1ccc(-c2nc3cnc(Oc4cccc(Cl)c4)nc3n(C3CC3)c2=O)cc1,-5%[0.501 µM],-1%
COCCn1c(=O)cnc2cnc(N(C)C)nc21,11%[0.501 µM],-3%
Cc1nc2cnc(Oc3ccccc3)nc2n(C)c1=O,12%[0.501 µM],3%
COc1ccc2[nH]cc(CCNc3ncncc3-c3cccc(NS(C)(=O)=O)c3)c2c1,-34%[0.501 µM],5%
COc1ccc(C(=O)N2CCC[C@@]3(CCN(c4ncccn4)C3)C2)cc1,-2%[12.7 µM],0%
O=C(c1ccco1)N1CCC2(CC1)CCN(c1ccccc1)CC2,-5%[12.7 µM],-1%
Brc1ccc(C2=N[C@@H](Cc3ccccc3)CO2)cc1,95%[activator],-7%[75.6 µM]
COc1ncc2nc(-c3cccs3)c(=O)n(-c3ccccc3)c2n1,-3%[12.7 µM],-5%
COc1ccc2[nH]c(-c3ccccc3)cc(=O)c2c1,1%,3%[120 µM]
CN(C)CCCO[C@H]1[C@@H]2OC(C)(C)O[C@@H]2O[C@@H]1[C@H](O)CO,20%[21.5 µM],2%[21.4 µM]

# Whole records as entered above. Screens in order: G9a block	BLM inh
# `Cc1nc2cnc(Oc3ccccc3)nc2n(C)c1=O` across the screens: 12%[0.501 µM]	3%
# `COCCn1c(=O)cnc2cnc(N(C)C)nc21` across the screens: 11%[0.501 µM]	-3%
